Assay outcomes from PubChem.
Myeloid diff 2 = induction of myeloid progenitor differentiation, primary screen, cell-based, flow cytometry, MLPCN library; ER-HoxA9 myeloid progenitors, lysozyme-GFP differentiation; calls only at 10 µM; hit rate 1% among 360,000; AID 624256, 2012;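 active = normalized GFP-positive differentiation at or above the plate's own cutoff, the solvent-only control mean plus 3 SD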;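 also: cells exposed to compound for four days before flow analysis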
TNAP activation fold = human TNAP enzyme activators, primary screen, biochemical, luminescent, no phosphate acceptor, uHTS (AID 1001); Alkaline phosphatase, tissue-nonspecific isozyme (Homo sapiens); purified TNAP, luminescent activation assay, no phosphate acceptor; higher activation fold means a stronger effect; activation fold at 20 µM, or EC50 in µM where a hit was titrated; hit rate 0.03% among 200,000; in the data active = activation fold from about 3, or a potency from the dose series; inactive = the rest, 99 in 100 with activation fold below about 1.6; also: many of its hits are not listed in these tables
T cell HTS = modulators of CD8 T cell-vesicle binding, primary screen, mouse 2C CD8+ T cells, flow cytometry | calls only at 7 µM | hit rate 0.068% among 330,000 | AID 2052, 2009 | 2C CD8+ T cell-vesicle binding; hits give low values;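 active = response, share of CD8 T cells binding vesicles, and their 90th percentile fluorescence all below set limits, cut at about 80% in these data, passing the limit was not always enough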
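Also added: QL9-peptide-loaded Drosophila micro-vesicles bearing Ld, ICAM-1 and B7-1; Test system: purified 2C TCR transgenic mouse naive CD8+ T cells; Measured by: cytometric PE anti-B7-1 and Alexa647 anti-CD8 signals after 1% paraformaldehyde fixation; Timing: binding step 1.5 h, 37 °C, antibody labelling 20 min, ice.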
Ins promoter up = insulin promoter activators in MIN6 cells, imaging, high-content screening, mouse beta cells; MIN6 insulin promoter-GFP reporter; hits give high values; z-score at 5 µM; hit rate 0.3% among 190,000;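 active = z-score above 3 at 5 µM with at least 500 cells counted in the well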
MT stabilizer = microtubule stabilizers in HeLa cells, primary screen, imaging, high-content imaging; HeLa tubulin immunostaining HCS, 24 h; share of cells brighter than vehicle mean+2SD; % tubulin-high responders, % at 10 µM; hit rate 0.83% among 200,000; AID 2205, 2009;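 active = plate Z-score above 3 for both tubulin-high and condensed-nucleus cell shares, with cell loss under 80%, at 10 µM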;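 also: anti alpha tubulin signal scored within the nucleus-defined area of each cell; some results filed as inactive read as strong as hits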
human PMI inhibition = inhibitors of human PMI, primary screen, biochemical, fluorescence intensity, coupled assay (AID 1209) | inhibition, % at 20 µM, or IC50 in µM where a hit was titrated | purified PMI enzyme, coupled fluorescence intensity; higher % means a stronger effect | hit rate 0.42% among 190,000 | Mannose-6-phosphate isomerase (Homo sapiens); in the data active = inhibition above about 50%;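 also: plate controls were DMSO vehicle for no effect and wells lacking substrate for full effect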
Dynein transport = inhibitors of GR-EGFP nuclear translocation, primary screen, dynein cargo transport inhibitor project, imaging, high-content, 3617.4 mouse cells; test concentration mostly 20 µM; stimulated with dexamethasone, 1 µM; hits give low values; z-score, hits read low; hit rate 0.47% among 220,000;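 active = plate z-score of nuclear minus cytoplasmic receptor signal below a set negative limit, without overly bright fluorescence or cell loss, cut at about -3.5 in these data, passing the limit was not always enough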;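 also: z-score of nuclear minus cytoplasmic ring GR-EGFP intensity difference per well; some compounds called inactive have numbers as strong as hits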
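Buffer or medium: Induction medium lacking tetracycline, stripped serum | Also added: Dexamethasone agonist, 1.0 µM final, for 30 min | Timing: 48 h induction, 1 h compound, 30 min dex at 37 °C | Detection: Formaldehyde fixation, Hoechst nuclear stain, 10x automated fluorescence imaging | Measure: Nuclear versus cytoplasmic GR-EGFP signal, averaged per well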
Hep lipid drop = inhibitors of hepatocyte lipid droplet formation, primary screen, imaging, high-throughput imaging, BODIPY stain; AML12 mouse hepatocytes, oleate lipid droplets; inhibition, % at 6.5 µM; hit rate 0.4% among 240,000;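 active = lipid droplet intensity inhibited by at least 50%, with more than 500 cells counted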
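System: AML12 hepatocytes (mouse). Probe or stimulus: oleic acid at 100 µM to induce lipid droplet formation. Times: overnight treatment with compound plus oleate. Detection: Image-based BODIPY and DAPI two-channel analysis. Evaluation: percent inhibition of filter-corrected integrated lipid droplet intensity per well.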
bCat nuc transl = modulators of beta-catenin nuclear translocation, primary screen, imaging, HeLa cells, immunofluorescence, high-content; nuclear translocation activity, % at 5 µM; hit rate 0.3% among 190,000; AID 1665, 2009;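 active = nuclear translocation activity above 50% at 5 µM, with a well cell count of 50 or more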;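 also: per-cell ratio of nuclear to cytoplasmic median beta-catenin stain intensity; plate controls were DMSO negative control for no effect and GSK-3 inhibitor IX positive control for full effect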
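System: Human HeLa cells, endogenous beta-catenin | Compound dosing: 5 µM primary, 0.02–20 µM confirmation | Timing: 24 h compound exposure at 37°C, 5% CO2 | Measured by: Fluorescence imaging of beta-catenin antibody stain plus DAPI | Read-out basis: % activation of per-cell nuclear versus cytoplasmic median beta-catenin signal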
Dynein transport cytoplasmic EGFP = further read-out of Dynein transport, marked with its call; z-score; measured here: cytoplasmic GR-EGFP intensity; hits give high values
Dynein transport nuclear GR-EGFP = further read-out of Dynein transport, marked with its call; z-score; measured here: nuclear GR-EGFP intensity;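 lower value marks the stronger effect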
Dynein transport cell count = further read-out of Dynein transport, marked with its call; z-score; measured here: cell count per field
Ins promoter up cell count = recorded beside Ins promoter up, whose call it bears; cell count; measured here: cytotoxicity, nuclei count;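 total cells summed across four imaged fields per well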
Hep lipid drop cells 6.5 µM = second read-out of Hep lipid drop, no call of its own (marks repeat the call); cell count; measured here: cell count, cytotoxicity flag;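 cells counted across two imaged fields per well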
bCat nuc transl cell count 5 µM = second read-out of bCat nuc transl, no call of its own (marks repeat the call); cell count; measured here: cell count, cytotoxicity flag
T cell HTS vesicle-bound % = also measured in T cell HTS; calls as there; double positive events, %; measured here: CD8+ vesicle-bound cell fraction;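 binding gate set so that unloaded-vesicle control wells show 10% double positive cells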
MT stabilizer Hoechst-high % = also measured in MT stabilizer; calls as there; % Hoechst-high responders; measured here: nuclear condensation Hoechst responders;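 share of cells brighter than vehicle mean plus two SD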
MT stabilizer cytotoxicity % = further read-out of MT stabilizer, marked with its call; toxicity, %; measured here: cytotoxicity by cell density;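 0% = mean cell density of plate MIN control wells and 100% = no cells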
Myeloid diff 2 GFP+ MAC1+ % = further read-out of Myeloid diff 2, marked with its call; GFP+ MAC1+ double positive, %; measured here: differentiation confirmed by MAC1 staining
The depositor's hits bear a star; i = inactive; x = no result given.

#	smiles	Myeloid diff 2	Myeloid diff 2 GFP+ MAC1+ %	TNAP activation fold	T cell HTS	T cell HTS vesicle-bound %	Ins promoter up	Ins promoter up cell count	MT stabilizer	MT stabilizer Hoechst-high %	MT stabilizer cytotoxicity %	human PMI inhibition	Dynein transport	Dynein transport cytoplasmic EGFP	Dynein transport nuclear GR-EGFP	Dynein transport cell count	Hep lipid drop	Hep lipid drop cells 6.5 µM	bCat nuc transl	bCat nuc transl cell count 5 µM
1	O=C(Nc1ccc(OC(F)(F)C(F)F)c(NC(=O)c2cccc(F)c2)c1)c1cccc(F)c1	i	0.2	1.2	i	52	x	x	5.3	2.6	5.8	10%	-0.24	-0.23	-0.43	-0.41	-18	572	-1.2	998
2	CCNc1c2c(nc3ccccc13)CC(C)(C)CC2=O	i	0.9	1.1	i	45	-0.83	1288	2.7	1.4	8.2	2%	-0.19	-0.19	0.25	0.17	-12	706	-3.7	531
3	O=C(Cn1c(=O)sc2ccccc21)NCCOc1ccccc1F	i	1.3	1.1	i	37	x	x	2.8	1.6	4.0	-4%	0.15	-0.25	0.24	1.7	-3	766	-3.3	541
4	CC(Sc1ccccc1)C(=O)Nc1ccc(N2CCOCC2)cc1 (stereo not drawn)	i	0.8	1.2	i	38	x	x	2.1	1.5	2.7	14%	1	-0.25	1.2	0.073	23	746	x	x
5	COc1ccc(OC)c(-c2cc(C3CCN(C(=O)OC(C)(C)C)CC3)[nH]n2)c1	i	0.5	1.1	i	19	-0.82	1483	2.7	1.8	10.0	12%	-0.035	-0.3	0.078	0.16	-24	719	-2.5	1010
6	O=C(c1ccc(Cl)cc1)N1CCN(c2cc(=O)[nH]nc2-c2ccccc2)CC1	i	1.0	1	i	48	x	x	2.9	2.4	3.7	6%	-0.17	-0.11	-0.23	-0.89	x	x	x	x
7	CCOC(=O)c1nn(-c2ccccc2)c(C(=O)OCC)c1N	i	4.3	1	i	58	0.68	1360	1.9	0.2	36	11%	-0.64	-0.29	-0.076	0.41	14	796	-1.3	1010
8	Cc1ccc2nc(-c3ccccc3)c(CN3CCOCC3)n2c1	i	0.1	1.1	i	31	-0.12	1636	3.9	2.5	6.1	2%	-1.1	-0.29	-0.038	0.25	-6	630	-1.3	1068
9	O=C(O)c1cc(S(=O)(=O)Nc2ccc3c(c2)OCCO3)c(Cl)cc1Cl	i	1.5	1.1	i	30	-2.3	1584	4.2	2.3	5.4	7%	-1.5	-0.23	-0.49	1	-1	594	6.7	1040
10	O=C(CN1CCN(S(=O)(=O)c2ccc3ccccc3c2)CC1)Nc1ccc2c(c1)CCC2	i	2.1	1.1	i	16	0.49	1274	3.1	2.4	11	10%	-0.79	-0.32	-0.7	0.78	-25	569	x	x

Next section
#	smiles	Myeloid diff 2	Myeloid diff 2 GFP+ MAC1+ %	TNAP activation fold	T cell HTS	T cell HTS vesicle-bound %	Ins promoter up	Ins promoter up cell count	MT stabilizer	MT stabilizer Hoechst-high %	MT stabilizer cytotoxicity %	human PMI inhibition	Dynein transport	Dynein transport cytoplasmic EGFP	Dynein transport nuclear GR-EGFP	Dynein transport cell count	Hep lipid drop	Hep lipid drop cells 6.5 µM	bCat nuc transl	bCat nuc transl cell count 5 µM
11	O=C(C1CCOCC1)N1CCC(CO)(CCc2ccccc2)CC1	i	0.3	1.1	i	46	0.29	1422	3.3	2.2	3.5	10%	0.55	0.31	0.28	-0.44	8	737	-0.2	992
12	COc1ccc(/C=N/NC(=O)c2ccccc2O)cc1Cn1nnc2ccccc21	i	0.9	x	i	29	0.04	1070	x	x	x	x	-0.23	-0.22	0.25	0.34	-2	699	0.7	1311
13	O=c1[nH]c2ccc(S(=O)(=O)N3CCN(Cc4ccccc4)CC3)cc2[nH]c1=O	i	0.9	1.2	i	27	-0.3	1334	1.0	1.4	6.9	6%	-0.72	-0.14	-0.28	0.86	x	x	1.1	1324
14	O=c1[nH]c2cccnc2c2ccsc12	i	0.1	1.1	i	44	0.73	1501	3.5	3.7	6.5	12%	-1.1	-0.27	-0.48	1.2	21	716	-2.1	946
15	O=C(CSC(=S)N1CCCC1)c1cc(Br)cc(Br)c1O	x	x	1	i	42	0.22	1260	4.7	3.1	8.9	33%	-0.55	-0.33	-0.31	0.69	-1	660	-0.2	1109
16	Cc1cc(C)c(C)c(S(=O)(=O)N2C(=S)NC(=O)C2C(C)C)c1C (stereo not drawn)	i	0.7	1	i	59	0.4	1342	2.1	1.2	3.2	11%	2.4	0.36	1.6	-1.8	0	734	0.2	1124
17	Cc1ccc(S(=O)(=O)CCC(=O)OCC(=O)Nc2ncc(Cl)cc2Cl)cc1	i	1.1	1	i	40	1.5	768	3.7	3.5	5.7	13%	0.37	0.35	0.39	0.025	3	696	-0.4	1115
18	CC(=O)c1c(C)[nH]c(C(=O)OCc2ccccc2)c1C	i	0.3	1	i	47	-0.05	1206	1.2	1.8	3.4	5%	-1.1	-0.25	-0.32	0.57	1	662	1.5	551
19	CNc1c([N+](=O)[O-])cnn1-c1ccc(Cl)cc1	i	0.9	1.1	i	34	0.51	1551	2.1	2.3	0.8	1%	0.12	-0.15	0.6	-0.56	x	x	-0.8	1356
20	CCn1c(CNc2ccc(OC)cc2)nnc1SCC(=O)Nc1ccc(F)cc1	i	1.5	1.1	i	8	x	x	4.7	2.5	6.3	-2%	0.52	-0.23	0.2	-0.63	6	762	-2.9	575

More entries.
#	smiles	Myeloid diff 2	Myeloid diff 2 GFP+ MAC1+ %	TNAP activation fold	T cell HTS	T cell HTS vesicle-bound %	Ins promoter up	Ins promoter up cell count	MT stabilizer	MT stabilizer Hoechst-high %	MT stabilizer cytotoxicity %	human PMI inhibition	Dynein transport	Dynein transport cytoplasmic EGFP	Dynein transport nuclear GR-EGFP	Dynein transport cell count	Hep lipid drop	Hep lipid drop cells 6.5 µM	bCat nuc transl	bCat nuc transl cell count 5 µM
21	Cc1cccc(N2C(=O)CC(N3CCN(Cc4ccc5c(c4)OCO5)CC3)C2=O)c1 (stereo not drawn)	i	0.7	1.2	i	47	x	x	2.9	1.5	1.2	10%	-0.65	-0.016	-0.29	0.4	x	x	-7.2	929
22	CCOC(=O)COc1nc(-c2ccc(C)cc2)cc(-c2ccco2)c1C#N	i	0.4	x	i	14	0.69	995	x	x	x	x	0.16	-0.2	0.4	-0.0057	24	652	-0.5	1409
23	Cc1ccc(CNS(=O)(=O)NCc2ccccc2)cc1	i	0.6	1.3	i	26	-0.13	891	2.4	2.1	9.0	3%	-0.73	-0.37	-0.56	0.7	7	797	x	x
24	O=C(OCCOc1ccccc1Cl)c1ccc(-n2cnnn2)cc1	i	2.8	1	i	27	0.86	1309	2.0	2.0	11	-11%	-0.65	-0.2	-0.32	1.6	x	x	0.3	1150

Molecules above that have an NH in an aromatic ring (five):
#	smiles	Myeloid diff 2	Myeloid diff 2 GFP+ MAC1+ %	TNAP activation fold	T cell HTS	T cell HTS vesicle-bound %	Ins promoter up	Ins promoter up cell count	MT stabilizer	MT stabilizer Hoechst-high %	MT stabilizer cytotoxicity %	human PMI inhibition	Dynein transport	Dynein transport cytoplasmic EGFP	Dynein transport nuclear GR-EGFP	Dynein transport cell count	Hep lipid drop	Hep lipid drop cells 6.5 µM	bCat nuc transl	bCat nuc transl cell count 5 µM
5	COc1ccc(OC)c(-c2cc(C3CCN(C(=O)OC(C)(C)C)CC3)[nH]n2)c1	i	0.5	1.1	i	19	-0.82	1483	2.7	1.8	10.0	12%	-0.035	-0.3	0.078	0.16	-24	719	-2.5	1010
6	O=C(c1ccc(Cl)cc1)N1CCN(c2cc(=O)[nH]nc2-c2ccccc2)CC1	i	1.0	1	i	48	x	x	2.9	2.4	3.7	6%	-0.17	-0.11	-0.23	-0.89	x	x	x	x
13	O=c1[nH]c2ccc(S(=O)(=O)N3CCN(Cc4ccccc4)CC3)cc2[nH]c1=O	i	0.9	1.2	i	27	-0.3	1334	1.0	1.4	6.9	6%	-0.72	-0.14	-0.28	0.86	x	x	1.1	1324
14	O=c1[nH]c2cccnc2c2ccsc12	i	0.1	1.1	i	44	0.73	1501	3.5	3.7	6.5	12%	-1.1	-0.27	-0.48	1.2	21	716	-2.1	946
18	CC(=O)c1c(C)[nH]c(C(=O)OCc2ccccc2)c1C	i	0.3	1	i	47	-0.05	1206	1.2	1.8	3.4	5%	-1.1	-0.25	-0.32	0.57	1	662	1.5	551
